Source: PubChem (NCI)
sgs1 mgt1 = NCI yeast anticancer drug screen, S. cerevisiae sgs1 mgt1 strain | hit rate 10% among 78,000 | % growth inhibition at 50 µM;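 note: 0% = growth of vehicle-only cultures of the same strain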
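Genetically altered yeast, compound exposure, growth inhibition relative to vehicle.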
yeast bub3 = NCI yeast anticancer drug screen, S. cerevisiae bub3 mutant strain; growth inhibition, % at 50 µM; hit rate 9.9% among 78,000; AID 167;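 note: 0% = growth of vehicle-only cultures of the same strain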
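Whole-cell yeast assay. The mutant strain was incubated with compounds, and growth inhibition was determined by comparison with vehicle-treated cells.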
mlh1 rad18 = NCI yeast anticancer drug screen, S. cerevisiae mlh1 rad18 strain | AID 175 | growth inhibition, % at 50 µM | hit rate 11% among 79,000;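 note: 0% = growth of vehicle-only cultures of the same strain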
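Growth inhibition of the yeast strain was measured after compound exposure and expressed relative to vehicle-treated controls. The strain carries defined defects in DNA damage repair.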
mec2-1 = NCI yeast anticancer drug screen, S. cerevisiae mec2-1 strain; growth inhibition, % at 50 µM; hit rate 9% among 79,000;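 note: 0% = growth of vehicle-only cultures of the same strain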
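Readout is yeast growth inhibition, normalised to vehicle-treated controls, in the mec2-1 strain exposed to compound.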
yeast rad50 = NCI yeast anticancer drug screen, S. cerevisiae rad50 strain. AID 155. hit rate 10% among 79,000. % growth inhibition at 50 µM;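 note: 0% = growth of vehicle-only cultures of the same strain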
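Cells are treated with compound, grown, and their growth is then scored against vehicle-only cultures of the same repair-deficient yeast strain.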
yeast cln2 rad14 = NCI yeast anticancer drug screen, S. cerevisiae cln2 rad14 strain; growth inhibition, % at 50 µM; hit rate 8.3% among 78,000; AID 165;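 note: 0% = growth of vehicle-only cultures of the same strain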
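Compounds are applied to the cln2 rad14 yeast strain, and growth is then compared with that of vehicle-treated cultures to give inhibition.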
An asterisk follows results filed as active; . = no result given; & = joins results of further samples. Cut-off read from the data, not from the text of the source: active = growth inhibition above about 70%; inactive = the rest. Outcome played no part in choosing rows; about 14% have a hit in one of these screens.

nr	compound	yeast bub3	yeast cln2 rad14	mlh1 rad18
1	CC1(C)N/C(=C\[N+](=O)[O-])C(C)(C)N1O	-2	-12	21
2	Cc1nnc2sc(Cl)nn12	13	18	23
3	O=C(/C=c1/c(CC(=O)C(c2ccccc2)c2ccccc2)nc2nncn12)C(c1ccccc1)c1ccccc1	3	15	13
4	CC(=O)Nc1ccc(I)cc1	-8	-1	22
5	COCCNc1ccc([N+](=O)[O-])cc1[N+](=O)[O-]	-9	-27	7
6	C=CC(O)C(O)C=C (stereo not drawn)	13	8	17
7	Cc1cccc2c(NCCCN(C)C)c3c([N+](=O)[O-])ccc(C)c3nc12	72*	91*	97*
8	Cc1nnc(N)c(C#N)c1C	4	-57	-2
9	COc1ccc(C(CCl)(CCl)c2ccc(OC)cc2)cc1	32	15	-10
10	C#CCOC(=O)c1ccccc1	4	-24	0
11	CC1(C)CC(Nc2ccc(Nc3ccccc3)cc2)CC(C)(C)N1	-2	-10	-20
12	CCN(CC)CCCNc1ccnc2ccc(Cl)cc12	14	-18	3

nr	mec2-1	yeast rad50	sgs1 mgt1
1	-3	-15	-16
2	49	27	48
3	1	21	4
4	3	41	15
5	-2	2	-4
6	-9	15	20
7	97*	98*	97*
8	2	-8	17
9	-40	12	4
10	-5	1	1
11	-6	-4	-11
12	-16	-10	5

Some entries already given with just mec2-1 and yeast rad50:
item | SMILES | mec2-1 | yeast rad50
6 | C=CC(O)C(O)C=C (stereo not drawn) | -9 | 15
7 | Cc1cccc2c(NCCCN(C)C)c3c([N+](=O)[O-])ccc(C)c3nc12 | 97* | 98*
8 | Cc1nnc(N)c(C#N)c1C | 2 | -8
9 | COc1ccc(C(CCl)(CCl)c2ccc(OC)cc2)cc1 | -40 | 12
10 | C#CCOC(=O)c1ccccc1 | -5 | 1

Some values from the results shown.
In yeast bub3, no. 6 is listed with 13
In mec2-1, no. 12 is listed with -16

The list continues.
nr	compound	yeast bub3	yeast cln2 rad14	mlh1 rad18
13	CCO[C@H]1N(C2CC(N=[N+]=[N-])C(CO)O2)C(=O)NC(=O)[C@]1(C)Cl (stereo partly drawn)	12	15	-9
14	CC(C)CC(NC(=O)COc1ccc(Cl)cc1Cl)C(=O)O (stereo not drawn)	14&4	-22&-50	-11&-4
15	CC(C)COC(=O)c1ccc(NC(=O)CCl)cc1	10	16	68
16	c1cc2c(cc1C1=NNC(c3ccc4c(c3)OCO4)=NN1)OCO2	-5	1	-3
17	Nc1cc(N)n(C2=NCCN2)n1	0	11	-13
18	C=CC(C)C1C(C)C(Cl)CC(Cl)C1OC(=O)c1ccccc1 (stereo not drawn)	18	-2	-11
19	N#Cc1nc(NC(=O)c2ccccc2C(=O)O)c(C#N)[nH]1	-9	5	-29
20	Cc1nc2cnc(Nc3ccccc3)nc2n(-c2ccccc2)c1=O	-16	-12	-2
21	CC1NC(=O)C2Cc3ccc(O)c(c3)Oc3ccc(cc3)C(O)C(C(=O)N2C)N(C)C(=O)C(C)NC(=O)C(Cc2ccc(O)cc2)N(C)C(=O)C(C)NC1=O (stereo not drawn)	-2	-6	-9
22	CC1=CC(O)CC(C)(C)C1/C=C/C(C)=C/C=C/C(C)=C/C=C/C=C(C)/C=C/C=C(C)/C=C/C1=C(C)CC(O)CC1(C)C (stereo not drawn)	-31	16	-37
23	COC1/C=C\OC2(C)Oc3c(C)c(O)c4c(O)c(c(/C=N\NC(=O)CC(=O)N/N=C/c5c6c(O)c7c(O)c(C)c8c(c7c5O)C(=O)C(C)(O/C=C/C(OC)C(C)C(OC(C)=O)C(C)C(O)C(C)C(O)C(C)/C=C/C=C(C)C(=O)N6)O8)c(O)c4c3C2=O)NC(=O)/C(C)=C\C=C/C(C)C(O)C(C)C(O)C(C)C(OC(C)=O)C1C (stereo not drawn)	7	-5	-16
24	COc1ccc(CNc2cc(OC)c(OC)c(OC)c2)cc1	-20	9	-33

nr	mec2-1	yeast rad50	sgs1 mgt1
13	-40	-29	-17
14	-14&-3	-4&-17	-4&8
15	30	62	62
16	10	-13	-7
17	-28	-2	8
18	-1	14	11
19	14	2	-21
20	13	-5	7
21	-21	-35	-38
22	-15	14	23
23	6	-4	-2
24	-37	-49	-10

2 compounds picked at random from the list so far, as already listed:
nr	compound	yeast bub3	yeast cln2 rad14	mlh1 rad18
24	COc1ccc(CNc2cc(OC)c(OC)c(OC)c2)cc1	-20	9	-33
23	COC1/C=C\OC2(C)Oc3c(C)c(O)c4c(O)c(c(/C=N\NC(=O)CC(=O)N/N=C/c5c6c(O)c7c(O)c(C)c8c(c7c5O)C(=O)C(C)(O/C=C/C(OC)C(C)C(OC(C)=O)C(C)C(O)C(C)C(O)C(C)/C=C/C=C(C)C(=O)N6)O8)c(O)c4c3C2=O)NC(=O)/C(C)=C\C=C/C(C)C(O)C(C)C(O)C(C)C(OC(C)=O)C1C (stereo not drawn)	7	-5	-16

nr	mec2-1	yeast rad50	sgs1 mgt1
24	-37	-49	-10
23	6	-4	-2

More results follow:
nr	compound	yeast bub3	yeast cln2 rad14	mlh1 rad18
25	O=C(N/N=C\c1c(Cl)cccc1Cl)N/N=C/c1c(Cl)cccc1Cl	12	14	56
26	N#CC(=Nc1ccc(Cl)cc1)c1ccc(Cl)cc1	35	2	34
27	NC(=O)SCC(=O)Nc1ccccc1O	1	0	-10
28	Clc1ccc(Cc2nc3ccccc3s2)c(Cl)c1	92*	92*	92*
29	CCC(CC)NNC(CC)CC	-16	5	-8
30	COC(=O)C(C)NC(=O)c1c2nc3c(C(=O)NC(C)C(=O)OC)ccc(C)c3oc-2c(C)c(=O)c1N (stereo not drawn)	-5&7	15&22	-5&29
31	CCC(C)c1c(Cl)nc(Cl)nc1Cl (stereo not drawn)	2	6	-23
32	CC(=O)CCc1ccc(OC(=O)C(Cl)Cl)cc1	14	14	30
33	c1ccc(-c2cc[c]([Sn]([c]3ccccc3)([c]3ccccc3)[c]3ccccc3)cc2)cc1	99*	99*	98*
34	OCCCCCCCCCCCO	13	-16	-20
35	CC(C)C1NC(=O)C2=CN(Cc3ccccc3)C=CC2NC(=O)C(C(C)C)NC(=O)C2=CN(Cc3ccccc3)C=CC2NC1=O (stereo not drawn)	-11	-2	34
36	CCCCCC/C=C/CCCCCCCC(=O)O	-2	-10	-17

nr	mec2-1	yeast rad50	sgs1 mgt1
25	-14	-8	9
26	45	4	29
27	-27	15	2
28	93*	91*	94*
29	-1	-2	-8
30	-7&15	14&3	-15&0
31	-17	12	8
32	12	27	19
33	98*	95*	97*
34	2	17	4
35	6	16	0
36	-25	3	5

The listing continues:
nr	compound	yeast bub3	yeast cln2 rad14	mlh1 rad18
37	CCOC(=O)c1cc(-c2ccc(OC)cc2)c([N+](=O)[O-])[nH]1	7	-35	-26
38	O=C(Nc1cc(C(F)(F)F)ccc1Cl)Nc1ccc(Cl)cc1[N+](=O)[O-]	0	68	-5
39	NNc1nc(N2CCCCC2)c2[nH]cnc2n1	12	0	5
40	CN(C)CC/[N+]([O-])=C(/c1ccccc1)C12CC3CC(CC(C3)C1)C2	-2	17	71*
41	CCC1CNCCC1CC(=O)O (stereo not drawn)	-1	25	-22
42	Clc1ccc(/C=C/c2ccccn2)cc1	8	-16	28
43	Nc1cc2ccccc2cc1N	90*	90*	91*
44	COc1ccc(C2OC(c3ccncc3)=NN2C)cc1F (stereo not drawn)	16	11	22
45	Clc1cccc2c(N3CCOCC3)c3c(nc12)CCCC3	1	-57	-6
46	CC1OC(CC(=O)O)Cc2c1c(O)c1c(O)cc(-c3cc(=O)c4c(=O)c5c(c(=O)c=4c3=O)CC(CC(=O)O)OC5C)c(O)c1c2O (stereo not drawn)	11	-24	16
47	CN(C)CCCc1c2ccccc2nc2ccc(Cl)cc12	3	-3	26
48	Nc1c(OCc2ccccc2)cccc1C(=O)O	-40	-48	-12

nr	mec2-1	yeast rad50	sgs1 mgt1
37	-9	-14	-7
38	-5	-17	-13
39	-8	1	-6
40	2	-17	17
41	-13	8	-2
42	2	21	9
43	91*	89*	89*
44	4	0	1
45	20	-11	5
46	7	-7	54
47	4	12	-10
48	-10	-7	11

Later entries.
nr	compound	yeast bub3	yeast cln2 rad14	mlh1 rad18
49	CC(=O)Oc1ccccc1C=C(C(=O)O)C(=O)O	-9	-21	-11
50	CCOC(=O)c1sc2c(c1OC(=O)c1ccco1)c(=O)n(-c1ccccc1)c(=S)n2-c1ccccc1	15	15	25
51	COC(=O)C1c2ccc(C)cc2-c2cc(C)ccc21	26	17	33
52	C[C@@H]1CN(c2ccccc2)C[C@H](C)OS(=O)O1 (stereo partly drawn)	-7	-17	-1
53	CCc1ccccc1OCC(O)CO (stereo not drawn)	-9	-12	28
54	COC(=O)C(Cc1ccccc1)NC(=O)C1CSC(C)(C)N1C=O (stereo not drawn)	23	3	-20
55	C1=CC2OC1c1cc3ccccc3cc12	95*	96*	95*
56	COc1ccc(I)c(C=NC2CCCCC2)c1C	89*	42	95*
57	CN(Cc1cnc2nc(N)nc(N)c2n1)c1ccc(C(=O)NC(CCC(=O)O)C(=O)O)c2ccccc12 (stereo not drawn)	80*	35	.
58	NC(=O)CC1CCCCC1	17	7	-9
59	CN(C)c1ncnc2c1cnn2C1CCCCO1 (stereo not drawn)	-7	33	5
60	O=S(=O)(CCl)Nc1ccncc1	3	-77	-17

nr	mec2-1	yeast rad50	sgs1 mgt1
49	-12	-8	-8
50	20	9	16
51	-37	16	9
52	-2	3	-13
53	-2	-22	-6
54	16	3	22
55	96*	88*	90*
56	92*	97*	99*
57	87*	81*	73*
58	-9	8	-7
59	17	18	-27
60	-10	-17	-26

(next part)
nr	compound	yeast bub3	yeast cln2 rad14	mlh1 rad18
61	S=C(Cc1ccc2ccccc2c1)N1CCOCC1	30	24	13
62	CCOC(=O)c1ccc(NC(=O)/C=C/C(=O)O)cc1	-10	-3	-15
63	Cc1cc(OC(=O)Nc2c(C)cccc2C)cc(C)c1Cl	15	0	17
64	CCCN(CCC)C(=S)N/N=C/c1cccc(C)n1	92*	93*	90*
65	Cc1ccc(C2=C(c3ccc(C)cc3)C(c3ccc(C)cc3)=C(c3ccc(C)cc3)C2=O)cc1	1	-14	22
66	S=C(SSC(=S)N1CCOCC1)N1CCOCC1	100*	99*	99*
67	CSC(=S)Nc1cc(C)cc(C)n1	43	38	61
68	CN1N=C(c2ccncc2)OC1c1ccc(Cl)c(Cl)c1 (stereo not drawn)	14	-22	-50
69	Cc1cccc[n+]1CC(=O)c1ccc(Cl)cc1	-4	-45	4
70	CCCCOC(=O)c1ccc(O)c(OC)c1	96*	-44	-11
71	Fc1cccc(F)c1C1SCc2nc3cc(Cl)ccc3n21 (stereo not drawn)	12	6	0
72	Clc1ccc(/C(=C\c2ccccc2)Cn2ccnc2)cc1	88*	73*	79*

nr	mec2-1	yeast rad50	sgs1 mgt1
61	2	29	-2
62	-18	-20	-3
63	9	5	10
64	93*	90*	93*
65	4	22	-11
66	100*	99*	99*
67	18	30	62
68	2	7	-8
69	3	-8	1
70	-3	-20	5
71	3	0	6
72	82*	79*	80*

The closing 6 records of the section above are carried over, then new ones follow:
nr	compound	yeast bub3	yeast cln2 rad14	mlh1 rad18
67	CSC(=S)Nc1cc(C)cc(C)n1	43	38	61
68	CN1N=C(c2ccncc2)OC1c1ccc(Cl)c(Cl)c1 (stereo not drawn)	14	-22	-50
69	Cc1cccc[n+]1CC(=O)c1ccc(Cl)cc1	-4	-45	4
70	CCCCOC(=O)c1ccc(O)c(OC)c1	96*	-44	-11
71	Fc1cccc(F)c1C1SCc2nc3cc(Cl)ccc3n21 (stereo not drawn)	12	6	0
72	Clc1ccc(/C(=C\c2ccccc2)Cn2ccnc2)cc1	88*	73*	79*
73	O=Cc1ccccc1C=O	24	14	82*
74	CC(C)C1CCC(O)CC1 (stereo not drawn)	10	-32	9
75	C=CCC12CC(O)C(O)CC1(OC)OC(c1cc(OC)c(OC)c(OC)c1)C2C (stereo not drawn)	4	-5	8
76	Cc1c(C(=O)O)[nH]c2c(Cl)ccc(C)c2c1=O	10	-45	5
77	O=C1c2ccccc2-c2nnsc21	-6	-13	20
78	COc1cc(CCCC(C(=O)O)C(=O)O)cc(OC)c1OC	-1	16	12

nr	mec2-1	yeast rad50	sgs1 mgt1
67	18	30	62
68	2	7	-8
69	3	-8	1
70	-3	-20	5
71	3	0	6
72	82*	79*	80*
73	81*	45	40
74	2	-14	-4
75	-9	-1	-8
76	-9	-34	10
77	-14	-21	2
78	-13	14	-12
